# From PubChem
# mcGAS lum = cyclic GMP-AMP synthase inhibitors, mouse, primary biochemical chemiluminescence | Q8C6L5 | recombinant cGAS, Kinase-Glo ATP depletion luminescence | inhibition, % at 12.5 µM | 0.15% of 160,000 active | AID 1259399, 2018;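 further: 0% = negative control wells and 100% = reference inhibitor with no enzyme activity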
# hcGAS lum = Primary biochemical luminescence assay for human cyclic GMP-AMP synthase inhibitors. Q8N884. recombinant h-cGAS, ATP depletion, Kinase-Glo luminescence. inhibition, % at 12.5 µM. 0.081% of 290,000 active. AID 1259398, 2018;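 further: 0% = vehicle reaction and 100% = reaction without DNA for no activity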
# Target sequence (Q8N884 whole entry, looked up): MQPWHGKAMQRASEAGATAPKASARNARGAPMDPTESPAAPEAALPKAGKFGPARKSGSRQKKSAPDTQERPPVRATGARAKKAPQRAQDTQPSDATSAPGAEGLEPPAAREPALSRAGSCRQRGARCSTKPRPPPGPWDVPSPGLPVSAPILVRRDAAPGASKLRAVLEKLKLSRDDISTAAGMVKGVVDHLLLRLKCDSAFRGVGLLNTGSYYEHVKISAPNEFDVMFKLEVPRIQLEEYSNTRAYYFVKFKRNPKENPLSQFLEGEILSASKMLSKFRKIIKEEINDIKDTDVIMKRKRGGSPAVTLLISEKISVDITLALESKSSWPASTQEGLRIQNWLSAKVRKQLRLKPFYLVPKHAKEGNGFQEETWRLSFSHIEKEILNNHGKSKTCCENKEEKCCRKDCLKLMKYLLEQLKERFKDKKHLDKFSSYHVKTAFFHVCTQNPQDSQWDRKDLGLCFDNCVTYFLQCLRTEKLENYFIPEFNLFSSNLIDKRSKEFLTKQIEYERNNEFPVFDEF
# NPYLR7 agonist = agonists of mosquito NPYLR7 receptor, primary screen, cell-based, Aedes aegypti, calcium fluorescence, mosquito biting behavior. Aedes aegypti neuropeptide Y-like receptor 7 (NPYLR7). HEK293T NPYLR7/Galpha15, GCaMP6s calcium fluorescence. activation, % at 10 µM. 0.15% of 270,000 active. AID 1259423, 2018; in the data active means activation above about 40%;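 further: 0% = vehicle and 100% = reference agonist at the receptor; some compounds past the cut are filed as inactive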
# Active calls of the source: *; nt = no result given; & = joins results of further samples. Unless noted, no stated cut-off is given here; in the data, active means inhibition above about 40%; inactive means the rest. Not a hit list; any-hit rate near 0.29%.
SMILES,mcGAS lum,hcGAS lum,NPYLR7 agonist
Cc1nc(CCC(=O)N2CCC(Cc3cccc(C(=O)O)c3)C2)n[nH]1 (centres undefined),-11,-6,6
COC(Cn1ccnc1-c1cccc2nonc12)c1cccs1 (centres undefined),nt,-3,0
C[C@@H]1[C@H](O)[C@@H]2OC(=O)C3=C2[C@H](CCC3)[C@@]12C[C@@H](c1ccoc1)OC2=O,0,6,4
CC(NC(=O)CSC12CC3CC(CC(C3)C1)C2)c1nncn1C(C)C (centres undefined),0,5,nt
CNC(=O)NC(=O)C(C)Sc1nnc(SCC(C)C)s1 (centres undefined),nt,7,-2
CN1CC(C)(C)CN(C(=O)CCc2ccccc2)CC1=O,-5,-6,27
Cc1nsc(NC(=O)NCc2cccc(Cl)c2Cl)n1,-3,3,0
Cc1cc(C)n(C)c(=O)c1C(=O)N(C)Cc1cc2cc(F)ccc2[nH]1,nt,-5,-14
COc1cccc2c(SCC(=O)N(C)c3ccccc3)nccc12,nt,-1,1
O=C(Nc1cccc(-n2cccn2)c1)C1CCCN(C2CCOCC2)C1 (centres undefined),nt,3,5
COCCN(CC(=O)Nc1cc(C(C)(C)C)nn1-c1ccc(C)cc1)C(=O)c1ccc(-c2ccccc2)cc1,-4,-5,-3
CN=c1scc(-c2cc3ccccc3o2)n1N=Cc1cccc(O)c1O,-5,-13,0
CCn1c(=O)n(CCC(=O)Nc2cccc(C)c2)c2ccccc21,nt,-10,1
COc1ccccc1NC(=O)C(C)(C)Oc1ccc(Cl)cc1,nt,-15,2
O=C(C1CC2(CCNCC2)CN1)N1CCCN(Cc2ccccn2)CC1 (centres undefined),nt,-2,28
COc1ccc(CNC(=O)N2CCN(c3nc(C)cs3)CC2)cc1C,6,0,5
CC(CNC1CCNCC1)N(C)c1ccccc1 (centres undefined),nt,-10,-1
Cc1nc(N(C)C)nc(N(C)Cc2cnn(C)c2C)c1C,-10,-3,6
O=C(c1cn(-c2ccccc2)nn1)N1CCC(c2ccccc2Cl)C1 (centres undefined),nt,-8,-1
O=C(C1CCCCC1)N1CC(F)(F)C[C@H]1c1nnc(C2CC2)o1,-5,-8,nt
COc1cc(N)cc2sc(NC(C)=O)nc12,0,-1,-1
Cn1c(-c2ccccc2)cc2c(Nc3ccc(S(C)(=O)=O)cc3)nccc21,-5,-4,-8
O=C1CCCN1c1cccc(NC2c3ccccc3-c3ccccc32)c1,nt,-12,1
O=C(CCc1nc2ccccc2[nH]1)N(Cc1ccsc1)CC1CCCO1 (centres undefined),-11,-6,-1
Cc1ccccc1C1c2[nH]c3ccccc3c2CCN1C(=O)c1nn(C)c(=O)c2ccccc12 (centres undefined),nt,-6,2
COc1ccc(-c2nnco2)cc1,nt,-5,-6
OCC(S)CS (centres undefined),nt,1,-1
Cc1ccc2nc(NC(=O)/C=C/c3cccc([N+](=O)[O-])c3)sc2c1,-5,-5,1
CCOc1cc(/C=C(/C#N)c2ccc(C(=O)O)cc2)ccc1OCC(N)=O,nt,-2,12
Cc1cccc(OCC(=O)Nc2nccs2)c1,-7,-3,-4
COc1ccc(CCN(C)C(=O)c2cc(-c3ccccc3)n(-c3ccc(OC)c(OC)c3)c2C)cc1OC,-5,-10,nt
O=C(NCc1ccncc1)c1coc(CN(Cc2ccccc2)Cc2cccc(Cl)c2Cl)n1,-8,-7,2
O=C(CC1Cn2ncc(-c3ccccc3)c2NC1=O)Nc1ccccc1 (centres undefined),-6,0,6
O=C(Nc1nc2c(s1)CCCC2C(=O)N1CCN(c2ccccc2)CC1)c1ccccc1 (centres undefined),nt,-3,17
COc1cccc(Nc2nc(N3CCN(C)CC3)nc3c2cnn3-c2ccccc2)c1,-7,-3,0
CC(NC(=O)CN1CCCC(O)C1)c1cccc2ccccc12 (centres undefined),nt,-17,-1
CN(c1ccccc1)S(=O)(=O)c1cccc(NC(=O)C2CC2)c1,nt,3,-1
CCOc1ncccc1CN1CCCC(C(=O)NCc2ccc(OC)cc2OC)C1 (centres undefined),0,0,-13
CC1CN(c2sc(S(C)(=O)=O)nc2S(=O)(=O)c2ccc(Cl)cc2)CC(C)O1 (centres undefined),-3,-7,2
COc1ccccc1N1C(=O)c2c(n[nH]c2C)NC1/C(C)=C/c1ccccc1 (centres undefined),nt,-8,5

# The closing two compounds of the section before are carried over, then new ones follow:
SMILES,mcGAS lum,hcGAS lum,NPYLR7 agonist
CC1CN(c2sc(S(C)(=O)=O)nc2S(=O)(=O)c2ccc(Cl)cc2)CC(C)O1 (centres undefined),-3,-7,2
COc1ccccc1N1C(=O)c2c(n[nH]c2C)NC1/C(C)=C/c1ccccc1 (centres undefined),nt,-8,5
O=C(Nc1ccccc1)N1CCC(C(=O)N2CC(C(=O)N3CCOCC3)Oc3ccccc32)CC1 (centres undefined),nt,-4,4
CC1CC(NC(=O)N(C)C)N(C)C(=O)N1 (centres undefined),nt,-2,-2
CC1=C(c2ccc(F)cc2)[N+](=O)C(C)(C)N1[O-],nt,-6,3
CCC(C)N(Cc1ccc(C(=O)OC)o1)Cc1cccs1 (centres undefined),nt,-11,-2
CN(C)c1c(F)cc(NC(=O)C2CCOC2)cc1F (centres undefined),nt,-18,0
CC(=O)Nc1nc2ccc(NC(=O)c3ccc(N)cc3)cc2s1,-4,-5,-1
O=C(N=C1N=C2C=CC(I)=CN2Cc2ccccc21)c1ccncc1,-5,-2,1
COCCNC(=O)Cn1nc2c(c1NC(=O)c1cc(Cl)ccc1OC)CSC2,-4,-4,-4
O=C(NCCc1nc(-c2cccnc2)n[nH]1)c1cccc2c1OCC2,nt,-2,19
O=C(CCc1cccs1)Nc1ccnn1C1CCCCC1,nt,-7,0
COc1ccc(C(=O)NCc2nnc(SCc3ccc(F)cc3)n2-c2ccc(C)cc2)c(OC)c1,-3,-1,28
CC(C)c1cc(CN(C)C(=O)c2ccc(C#CC(C)(C)O)o2)on1,-18,-4,6
O=C(CCC1NC(=O)c2ccccc2NC1=O)NCCc1ccccc1 (centres undefined),nt,3,3
Clc1ccc(C2NCCS2)c(Cl)c1 (centres undefined),nt,-4,-5
COc1c(C)cnc(CN(C)C(=O)Nc2cc(F)ccc2F)c1C,nt,-3,-2
Cn1c(O)c(N=NC(=O)COc2ccc(Cl)cc2)c2ccccc21,-3,-1,-2
O=C(CSc1nc2c(cnn2CCO)c(=O)[nH]1)N1CCCCCC1,nt,-9,-1
CCC(C)OC(=O)C1=C(C)NC2=C(C(=O)CC(c3ccc(OC)cc3)C2)C1c1ccc(Cl)c(Cl)c1 (centres undefined),-8,-6,2
FC(F)(F)CCCN1CCOC(CCCc2ccccc2)C1 (centres undefined),-16,-4,13
COc1ccccc1C(NC(=O)c1ccc(C)[nH]c1=O)c1ccccc1 (centres undefined),nt,5,3

# Individual results from the list:
# NPYLR7 agonist result of O=C(CSc1nc2c(cnn2CCO)c(=O)[nH]1)N1CCCCCC1 stands at -1
# NPYLR7 agonist result of Clc1ccc(C2NCCS2)c(Cl)c1 (centres undefined) stands at -5

# Going on with the list.
SMILES,mcGAS lum,hcGAS lum,NPYLR7 agonist
Cn1c(SC2CCCC2)c(C#N)c(=O)n(C)c1=O,-3,7,5
Cc1cc2oc3c(c(=O)c2cc1Cl)C(c1ccc(Cl)cc1)N(c1nccs1)C3=O (centres undefined),nt,-5,7
COc1cccc(N2CCNC(C)C2=O)c1 (centres undefined),nt,-7,-3
Cc1cccnc1C(NC(=O)C1CCN(Cc2ccccc2)CC1)c1ccc(F)cc1 (centres undefined),-3,-4,5
CCOc1ccc(-n2nnnc2CN2CCN(C(=O)c3c[nH]c4ccccc34)CC2)cc1,-11,-5,1
COCc1nn2c(nnc3c(=O)n(CCC4=CCCCC4)ccc32)c1-c1ccc(F)cc1,nt,-8,4
O=C(CSc1ncnc2sc3c(c12)CCCC3)NC1CC1,nt,7,-5
Cc1cc(C)c(S(=O)(=O)N2CCN(C(=O)NCCc3cccs3)CC2)c(C)c1,1,1,-1
COc1ccc(CN2CCNC(=O)C2CC(=O)N(C)Cc2cnn(C)c2)c(C)c1C (centres undefined),nt,-7&-7,24&-5
CC(C)C(=O)N1CCC(NC(=O)c2cccc3cccnc23)CC1,nt,-7&-14,6&1
C[C@H](CCC(=O)NCC(=O)N1CCN(c2ccccc2Cl)CC1)[C@H]1CC[C@H]2[C@@H]3[C@H](O)C[C@@H]4C[C@H](O)CC[C@]4(C)[C@H]3C[C@H](O)[C@]12C,nt,-1,-8
CC(Sc1n[nH]c(N)n1)c1cccc2ccccc12 (centres undefined),nt,-1,4
Cc1cc(C(=O)N2CCOC(COc3cccc(C(F)(F)F)c3)C2)co1 (centres undefined),1,3,1
O=C1CCCCCN1Cc1nn(CN2CCCC(C(F)(F)F)C2)c(=S)n1-c1cccnc1 (centres undefined),nt,-1,0
COCCN(Cc1c(-c2ccccc2)noc1N1CCCCC1)C(=O)Nc1cccc(Cl)c1,-5,0,-3
COCC(=O)Nc1c(-c2cc(C)cc(C)c2)nc2cc(C)ccn12,-8,-9,-4
Cc1ccc(-c2c(-c3ccccc3)ncn2C2CCN(S(C)(=O)=O)CC2)o1,-12,-9,32
O=C(NCc1cc(=O)[nH]cn1)c1cccc2ccnn12,nt,-6,8
COc1cccc(-c2ccc3nnc(SCC(=O)N4CCCC4)n3n2)c1,-7,-7,-14
CCOC(=O)c1c(C)[nH]c(C(=O)N(C)Cc2ccco2)c1C,-4,-8,1
CC1COCCN1C(=O)NC(c1cc(F)ccc1F)C1CC1 (centres undefined),nt,-8,2
COc1ccc(OC)c(C2NC(=O)N(C)C3=C2C(=O)N(CC2CCCO2)C3)c1 (centres undefined),-5,-6,30
Cc1ccc(CN2CCN(c3ccncc3F)CC2)cc1,nt,-4,-2
CCC(C)Oc1ccc(C#N)cc1 (centres undefined),nt,-6,24
O=C(NCc1ccc(Cl)cc1)c1cc(N2CCOCC2)nc2ccccc12,-2,-2,-14
CC(=O)Oc1c(-c2ccc(NC(=O)c3ccco3)cc2)c(-c2ccc(F)cc2)nn1-c1ccccc1C,-1,12,7
O=Cc1cccn1-c1ccc2ccccc2c1,-6,0,-14
COC(=O)c1cnc2cc(C(F)(F)F)ccc2c1OC,-6,-3,-2
Cc1ccc(C2=NC(=Cc3ccco3)C(=O)O2)cc1C,nt,-2,-1
Cc1c(-c2ccc(F)cc2)[nH]c2ccc(CNC(=O)c3cncn3C)cc12,nt,-3,-1
CCOc1ccccc1C1CC(=O)Nc2c1c(C)nn2-c1ccc(Cl)nn1 (centres undefined),nt,-6,0
Cc1cccnc1C(NC(=O)C1CCN(C(=O)N(C)c2ccccc2)CC1)c1ccc(F)cc1 (centres undefined),-2,-2,2
CCC(=O)Nc1ccc(C)c(NCC(=O)N(CC)c2ccccc2)c1,-10,1,4
O=C(c1ccncc1)N1CCN(C(=O)c2cccc(F)c2)CC1,-2,-4,6
CCC1=[N+](C)c2cccc3cccc(c23)N1C,nt,-5,-13
CCNC(=O)N(Cc1cc(Cl)ccc1OS(=O)(=O)c1ccc(F)cc1)C(C)CC (centres undefined),-4,-5,21
Cc1noc(C)c1C(=O)OCC(=O)NC1CC1,nt,-3,-3
O=C(NCC(=O)N(CC1CC1)c1ccccc1)N1CCc2ccccc2C1,nt,-5,1
O=C(Cc1ccc(F)cc1)Oc1coc(CSc2ncccn2)cc1=O,20,-2,-12
COc1nc2ccccc2cc1-c1ccc(-n2cnnc2)nc1C,2,4,0

# Record cards, from the list above. Values in the order: mcGAS lum, hcGAS lum, NPYLR7 agonist
# `CCC(=O)Nc1ccc(C)c(NCC(=O)N(CC)c2ccccc2)c1` in the list: -10, 1, 4
# `O=C(NCC(=O)N(CC1CC1)c1ccccc1)N1CCc2ccccc2C1` in the list: nt, -5, 1
# `CCC1=[N+](C)c2cccc3cccc(c23)N1C` in the list: nt, -5, -13

# (list continues)
SMILES,mcGAS lum,hcGAS lum,NPYLR7 agonist
COc1ccccc1N1CCN(c2ccc(NC(=O)c3ccccc3Cl)cc2C(=O)N2CCCCC2)CC1,0,-1,-7
CCCC(C)C(=O)Nc1cccc(S(=O)(=O)N2CCCCC2)c1 (centres undefined),-9,-6,1
COc1nccnc1NC1CCN(C(=O)NC2CCCCC2)CC1,2,8,nt
O=C(NS(=O)(=O)Cc1ccc(Cl)nc1)C1=Cc2ccccc2OC1,nt,-7,2
COCCN1CCC(CN(C)C2CCNCC2)C1 (centres undefined),4,1,2
CN(Cc1ccccc1)Cc1cc(C(=O)N(C)Cc2cnccn2)no1,-17,-5,5
COc1ccccc1C1c2[nH]c3ccccc3c2CCN1C(=O)Cn1nc2ccccc2n1 (centres undefined),-17,-5,11
CC(=O)N1c2ccc(S(=O)(=O)N3CCN(c4ccc(-c5ccccc5C)nn4)CC3)cc2CC1C (centres undefined),-5,-4,nt
CC1(C)CC(=O)C(C(c2ccc(Cl)s2)C2C(=O)CC(C)(C)CC2=O)C(=O)C1,25,2,10
CCc1nc2ccc(C(=O)NCCN3CCNC3=O)cn2c1N(C)Cc1ccc(OC)cc1,-2,-4,9

# Exported as tab-separated lines: entries from further up.
compound	mcGAS lum	hcGAS lum	NPYLR7 agonist
CC(=O)N1c2ccc(S(=O)(=O)N3CCN(c4ccc(-c5ccccc5C)nn4)CC3)cc2CC1C (centres undefined)	-5	-4	nt
COc1nccnc1NC1CCN(C(=O)NC2CCCCC2)CC1	2	8	nt
CN(Cc1ccccc1)Cc1cc(C(=O)N(C)Cc2cnccn2)no1	-17	-5	5
COc1ccccc1N1CCN(c2ccc(NC(=O)c3ccccc3Cl)cc2C(=O)N2CCCCC2)CC1	0	-1	-7
